BoNT A protease: blocks Botulinum neurotoxin A light chain protease; 0.17% of 360,000 active; inhibition, % at 10 µM; multiplex microsphere protease substrate cleavage, flow cytometry; AID 588499; note: plate controls were buffer without enzyme for full effect and enzyme alone for no effect
FadD28 binding: M. tuberculosis FadD28 bisubstrate binding inhibition | FadD28 bisubstrate probe binding, fluorescence polarization | inhibition, % at 12.5 µM | 0.22% of 360,000 active | AID 588549; in the data active = inhibition above about 8.5%, passing the limit was not always enough; inconclusive = no clear call, values can overlap the other calls
GDH-TPI counter: GDH-TPI coupled enzyme inhibition counter-screen; GDH-TPI coupled enzyme counterscreen, NADH absorbance; inhibition, % at 4.8 µM; 1.2% of 360,000 active; AID 588335; in the data active = inhibition above about 30%;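 note: 0% = DMSO wells and 100% = wells lacking the enzyme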
BoNT F protease: blocks Botulinum neurotoxin F light chain protease; Multiplex microsphere protease cleavage assay, flow cytometry; inhibition, % at 10 µM; 0.22% of 360,000 active; in the data active = inhibition above about 35%, passing the limit was not always enough; inconclusive = no clear call, values can overlap the other calls; note: plate controls were buffer without enzyme for full effect and enzyme alone for no effect
PfHsp40 yeast: rescue of PfHsp40-mediated yeast toxicity | S. cerevisiae expressing PfHsp40, growth rescue, ATP luminescence | growth rescue, % at 12.5 µM | 0.68% of 340,000 active | AID 504582; in the data active = growth rescue above about 28%, passing the limit was not always enough; inconclusive = no clear call, values can overlap the other calls;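 note: yeast W303a lacking pdr1 and pdr3 grown in galactose medium; growth measured after three days at 30 °C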
UGM FP inh: Mtb UDP-galactopyranose mutase inhibition; inhibition, % at 10 µM; P9WIQ1; AID 504406; 0.06% of 320,000 active; purified UGM, fluorescence polarization probe displacement; in the data active = inhibition above about 10%, passing the limit was not always enough; inconclusive = no clear call, values can overlap the other calls
Target sequence (P9WIQ1 whole entry, looked up): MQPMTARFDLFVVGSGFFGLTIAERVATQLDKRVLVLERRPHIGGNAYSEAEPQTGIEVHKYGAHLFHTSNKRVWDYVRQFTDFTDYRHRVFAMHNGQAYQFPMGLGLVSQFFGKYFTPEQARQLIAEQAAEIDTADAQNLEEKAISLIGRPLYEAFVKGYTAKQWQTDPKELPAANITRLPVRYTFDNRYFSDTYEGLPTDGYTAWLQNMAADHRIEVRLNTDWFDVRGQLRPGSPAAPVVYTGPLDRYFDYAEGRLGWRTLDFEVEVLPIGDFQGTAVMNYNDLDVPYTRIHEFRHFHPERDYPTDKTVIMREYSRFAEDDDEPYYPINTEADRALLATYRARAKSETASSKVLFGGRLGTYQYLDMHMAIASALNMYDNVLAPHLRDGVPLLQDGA
FBA Mtb inh: inhibits M. tuberculosis FBA enzyme; inhibition, % at 1 µM; purified M. tuberculosis FBA, fluorescence read-out; P9WQA3; 2.3% of 360,000 active; in the data active = inhibition above about 27%;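 note: 0% = vehicle and 100% = reference inhibitor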
Target sequence (P9WQA3 whole entry, looked up): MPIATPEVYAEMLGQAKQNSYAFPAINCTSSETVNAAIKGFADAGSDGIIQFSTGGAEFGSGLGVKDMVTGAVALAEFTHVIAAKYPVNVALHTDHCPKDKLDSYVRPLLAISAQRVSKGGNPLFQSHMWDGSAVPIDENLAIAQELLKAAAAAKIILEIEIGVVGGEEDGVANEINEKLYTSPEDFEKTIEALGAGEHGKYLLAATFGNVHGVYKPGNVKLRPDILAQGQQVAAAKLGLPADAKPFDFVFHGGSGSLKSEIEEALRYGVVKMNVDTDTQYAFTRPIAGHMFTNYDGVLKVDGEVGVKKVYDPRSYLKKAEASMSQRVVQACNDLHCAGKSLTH
BioA inh: blocks M. tuberculosis BioA enzyme activity; inhibition, % at 9.99 µM; AID 602481; 0.096% of 360,000 active; purified M. tuberculosis BioA enzyme, plate reader; in the data active = inhibition above about 40%; inconclusive = no clear call, values can overlap the other calls
Anthrax LF prot: inhibitors of Bacillus anthracis lethal factor protease; P15917; multiplex microsphere protease cleavage assay, LF; inhibition, % at 10 µM; 0.12% of 360,000 active; AID 588501; note: plate controls were buffer without enzyme for full effect and enzyme alone for no effect
Numbers without * were called inactive. Cut-off read from the data, not from the text of the source, unless noted: active = inhibition above about 30%; inconclusive = no clear call, values can overlap the other calls; inactive = below that. Random draw from the library; about 4.7% have a hit in one of these screens.

For CC(=O)OCC(=O)C12OC(C)(C)OC1CC1C3CC=C4CC(O)CCC4(C)C3CCC12C (configuration not stated) the results were BoNT A protease 0.1, FadD28 binding -0.3, GDH-TPI counter 6, BoNT F protease -3, PfHsp40 yeast -0.4, FBA Mtb inh 2, BioA inh -0.3 and Anthrax LF prot 4.
Screening CCN(CC)C(=O)CSc1nnc(SC(C)C(=O)NC2CC2)s1 (configuration not stated) returned BoNT A protease -1.6, GDH-TPI counter 3, BoNT F protease 1, PfHsp40 yeast 2.9, UGM FP inh 3.2, FBA Mtb inh -3, BioA inh -2.1 and Anthrax LF prot -4.
Screening CCCC1O[C@@H]2CC3C4CCC5=CC(=O)C=C[C@]5(C)C4C(OC(C)=O)C[C@]3(C)[C@]2(C(=O)COC(C)=O)O1 (some centres not stated) returned BoNT A protease 1.0, FadD28 binding -1.7, GDH-TPI counter 0, BoNT F protease 11, PfHsp40 yeast 0.5, UGM FP inh 0.2, FBA Mtb inh 2, BioA inh 2.5 and Anthrax LF prot 3.
CCc1ccc(/C=N/NC(=O)c2nnn(-c3nonc3N)c2C(C)C)cc1 was read as BoNT A protease 0.2, FadD28 binding 0.9, GDH-TPI counter 9, BoNT F protease -6, PfHsp40 yeast 0.0, UGM FP inh 0.2, FBA Mtb inh 4, BioA inh -1.2 and Anthrax LF prot -2.
`CCOC(=O)C(=O)N1c2ccccc2C(N(C(=O)C(=O)OCC)c2ccccc2)CC1C` (configuration not stated) gave BoNT A protease -0.4, FadD28 binding -0.7, GDH-TPI counter -5, BoNT F protease -4, PfHsp40 yeast 0.1, UGM FP inh 0.2, FBA Mtb inh -1, BioA inh -0.7 and Anthrax LF prot 6.
`S=c1[nH]nc(-c2cc(-c3ccccn3)nc3ccccc23)o1` gave FadD28 binding -0.1, GDH-TPI counter 19, PfHsp40 yeast 24, UGM FP inh 1.6 and FBA Mtb inh 2.
Screening N#Cc1cccc(NC(=O)c2cc(C3CCCCN3S(=O)(=O)c3cccc4cccnc34)on2)c1 (configuration not stated) returned BoNT A protease -0.4, FadD28 binding -2.1, GDH-TPI counter 6, BoNT F protease 0, FBA Mtb inh -3, BioA inh -0.8 and Anthrax LF prot -5.
`O=C(N/N=C/c1cn(CC(=O)N2CCOCC2)c2ccccc12)c1cccnc1` gave BoNT A protease 0.4, FadD28 binding -0.4, GDH-TPI counter 18, BoNT F protease 9, PfHsp40 yeast 2.2, UGM FP inh 0.8, FBA Mtb inh 1 and Anthrax LF prot 16.
For CCOc1ccc(Cc2nc(C)c(CC(=O)N3CCCCC3)c(=O)[nH]2)cc1 the results were BoNT A protease 0.1, FadD28 binding -0.5, GDH-TPI counter -6, BoNT F protease -5, PfHsp40 yeast -0.8, UGM FP inh 2.2, FBA Mtb inh -1, BioA inh 0.3 and Anthrax LF prot -6.
`O=C(CN(Cc1ccc(F)cc1)C(=O)c1csnn1)NCc1ccccc1` gave BoNT A protease -0.5, FadD28 binding -3.5, GDH-TPI counter 9, BoNT F protease -1, PfHsp40 yeast 1.9, UGM FP inh 2.6, FBA Mtb inh 0, BioA inh -0.6 and Anthrax LF prot 4.
O=C(C(Cc1ccccc1)n1cccc1)N1CCN(C2CCCCC2)CC1 (configuration not stated) was read as BoNT A protease 0.3, FadD28 binding -1.9, GDH-TPI counter -4, BoNT F protease -3, PfHsp40 yeast 0.3, UGM FP inh 1.7, FBA Mtb inh -3, BioA inh 1.3 and Anthrax LF prot -1.
CNC(=O)CSc1nnc(-c2ccccc2F)n1CCc1ccccc1 was read as BoNT A protease 0.4, FadD28 binding -1.8, GDH-TPI counter 5, BoNT F protease 4, PfHsp40 yeast 0.2, UGM FP inh 1.9, FBA Mtb inh -2, BioA inh 2.1 and Anthrax LF prot -2.
Screening COc1cc(C(=O)OCC(=O)NC23CC4CC(CC(C4)C2)C3)cc(OC)c1OC returned FadD28 binding -3.3, GDH-TPI counter 3, PfHsp40 yeast 0.7, FBA Mtb inh -1 and BioA inh 0.2.
Screening CCOC(=O)N1CCN(C(=O)c2ccc(C)c(S(=O)(=O)Nc3cccc(C)c3C)c2)CC1 returned BoNT A protease inconclusive, FadD28 binding 1.2, GDH-TPI counter 2, BoNT F protease -16, PfHsp40 yeast -0.4, UGM FP inh 1.1, FBA Mtb inh 3, BioA inh -0.5 and Anthrax LF prot 2.
Screening COc1ccc(CNC(=O)C(C)NC(=O)c2cc3ccccc3o2)cc1 (configuration not stated) returned BoNT A protease 0.3, FadD28 binding -4.5, GDH-TPI counter -3, BoNT F protease 11, PfHsp40 yeast 1.7, FBA Mtb inh 6, BioA inh -1.2 and Anthrax LF prot 1.
For COc1ccc(C(CC(=O)O)c2ccc3c(c2)OCO3)cc1 (configuration not stated) the results were BoNT A protease -17, FadD28 binding 1.6, GDH-TPI counter 4, BoNT F protease -36, PfHsp40 yeast -1.8, UGM FP inh 0.6, FBA Mtb inh 0, BioA inh 0.3 and Anthrax LF prot -17.
Cc1csc(SCC(=O)Nc2ccc(C)c(F)c2)n1 was read as FadD28 binding -2.3, GDH-TPI counter -5, PfHsp40 yeast 1.6, FBA Mtb inh 3 and BioA inh 4.6.
For Cc1ccc(NC(=O)Nc2cnccn2)cc1 the results were BoNT A protease -0.3, FadD28 binding 1.5, GDH-TPI counter 0, BoNT F protease 6, PfHsp40 yeast 0.2, UGM FP inh -0.8, FBA Mtb inh 3, BioA inh -2.0 and Anthrax LF prot -4.
For Cc1ccc(C)c(C2=NNC(=NCc3ccccc3)SC2)c1 the results were BoNT A protease 0.0, FadD28 binding -2.5, GDH-TPI counter -6, BoNT F protease -13, PfHsp40 yeast -1.4, FBA Mtb inh -3, BioA inh 1.8 and Anthrax LF prot -2.
For NNC(=O)C1=NOC2COC3(CCN(c4ncccn4)CC3)OCC12 (configuration not stated) the results were BoNT A protease 0.6, FadD28 binding -3.4, GDH-TPI counter 8, BoNT F protease -1, PfHsp40 yeast -1.0, UGM FP inh 3.3, FBA Mtb inh -4 and Anthrax LF prot -4.
For CC1CCCN(C(=O)CSc2nnc(-c3ccco3)n2C)C1 (configuration not stated) the results were BoNT A protease 2.6, FadD28 binding 1.5, GDH-TPI counter 0, BoNT F protease -2, PfHsp40 yeast 1.1, UGM FP inh -3.3, FBA Mtb inh 2, BioA inh 7.2 and Anthrax LF prot -2.
CC(C)c1ccc(/C=C/C(=O)Nc2ccc(CN3CCOCC3)cc2)cc1 was read as BoNT A protease 0.2, FadD28 binding 0.4, GDH-TPI counter 4, BoNT F protease 6, UGM FP inh 2.7, FBA Mtb inh 2, BioA inh -2.1 and Anthrax LF prot 5.
Screening CCn1c(SCC(=O)c2ccc(Cl)cc2)nnc1-c1ccoc1C returned BoNT A protease -1.0, FadD28 binding -0.9, GDH-TPI counter 7, BoNT F protease 5, PfHsp40 yeast -0.4, UGM FP inh -1.5, FBA Mtb inh -1, BioA inh -0.8 and Anthrax LF prot 2.
`CCN(C[C@H]1N[C@@](C)(C(=O)OC)[C@H]2C(=O)N(Cc3ccccc3)C(=O)[C@@H]12)C(=O)Nc1ccc(F)cc1` gave BoNT A protease 0.2, FadD28 binding 0.4, GDH-TPI counter 1, BoNT F protease 7, PfHsp40 yeast -1.8, UGM FP inh 2.2, FBA Mtb inh -2, BioA inh 0.1 and Anthrax LF prot -1.
Screening COc1cc(NC(=O)c2cc(-c3cccs3)on2)cc(OC)c1OC returned BoNT A protease 0.4, FadD28 binding -2.1, GDH-TPI counter 5, BoNT F protease -1, PfHsp40 yeast 0.6, FBA Mtb inh -2, BioA inh -2.0 and Anthrax LF prot -5.
Screening Cc1onc(C(=O)N2CCN(c3ccccc3F)CC2)c1-c1ccccc1Cl returned BoNT A protease -0.3, FadD28 binding -2.3, GDH-TPI counter 4, BoNT F protease -4, PfHsp40 yeast 0.7, UGM FP inh -3.5, FBA Mtb inh -2 and Anthrax LF prot 0.
For Clc1cccc(CSc2ccc(-c3ccco3)nn2)c1 the results were BoNT A protease 0.5, FadD28 binding -0.6, GDH-TPI counter 9, BoNT F protease 0, PfHsp40 yeast -0.5, UGM FP inh -1.3, FBA Mtb inh -1 and Anthrax LF prot 1.
Screening COc1cccc(C(=O)O/N=C(\N)c2ccc([N+](=O)[O-])cc2)c1 returned BoNT A protease -0.5, FadD28 binding -4.1, GDH-TPI counter 8, BoNT F protease 3, PfHsp40 yeast -0.3, UGM FP inh -1.1, FBA Mtb inh 1, BioA inh 0.2 and Anthrax LF prot -1.
For Cc1cc(C)c(NC(=O)CSc2nc(=O)n(CCN3CCOCC3)c3c2CCC3)c(C)c1 the results were BoNT A protease -3.0, FadD28 binding -4.1, GDH-TPI counter -1, BoNT F protease 1, PfHsp40 yeast 1.6, UGM FP inh 0.7, FBA Mtb inh 0, BioA inh 0.5 and Anthrax LF prot -3.
Cc1cc2cc3c(cc2nc1SCC(=O)Nc1c(C)cccc1C)CCC3 was read as BoNT A protease -1.5, FadD28 binding -0.6, GDH-TPI counter 5, BoNT F protease -7, PfHsp40 yeast 1.3, UGM FP inh -1.8, FBA Mtb inh 3, BioA inh -0.8 and Anthrax LF prot 0.

Continued, starting with the last 3 of the part before.
Screening COc1cccc(C(=O)O/N=C(\N)c2ccc([N+](=O)[O-])cc2)c1 returned BoNT A protease -0.5, FadD28 binding -4.1, GDH-TPI counter 8, BoNT F protease 3, PfHsp40 yeast -0.3, UGM FP inh -1.1, FBA Mtb inh 1, BioA inh 0.2 and Anthrax LF prot -1.
For Cc1cc(C)c(NC(=O)CSc2nc(=O)n(CCN3CCOCC3)c3c2CCC3)c(C)c1 the results were BoNT A protease -3.0, FadD28 binding -4.1, GDH-TPI counter -1, BoNT F protease 1, PfHsp40 yeast 1.6, UGM FP inh 0.7, FBA Mtb inh 0, BioA inh 0.5 and Anthrax LF prot -3.
Cc1cc2cc3c(cc2nc1SCC(=O)Nc1c(C)cccc1C)CCC3 was read as BoNT A protease -1.5, FadD28 binding -0.6, GDH-TPI counter 5, BoNT F protease -7, PfHsp40 yeast 1.3, UGM FP inh -1.8, FBA Mtb inh 3, BioA inh -0.8 and Anthrax LF prot 0.
OC[C@@H]1CN(Cc2ccc(Cl)cc2)C[C@H](n2cnc3c(NC4CCCC4)ncnc32)O1 was read as BoNT A protease 0.2, FadD28 binding -3.7, GDH-TPI counter -1, BoNT F protease -4, FBA Mtb inh 0, BioA inh 0.2 and Anthrax LF prot -1.
Screening Cc1ccc(O)c(NC(=O)C2CC(c3cccc(Br)c3)=NO2)c1 (configuration not stated) returned BoNT A protease 1.5, FadD28 binding -0.6, GDH-TPI counter 3, BoNT F protease -21, PfHsp40 yeast 2.2, UGM FP inh -4.2, FBA Mtb inh 3, BioA inh -1.9 and Anthrax LF prot 12.
CCN1C(=O)[C@H]2[C@@H](c3ccc(C)cc3)N3C(=O)N(c4cccc(Cl)c4)C(=O)[C@@]3(CC)[C@H]2C1=O was read as BoNT A protease -0.1, FadD28 binding -1.3, GDH-TPI counter 4, BoNT F protease -9, PfHsp40 yeast -2.7, UGM FP inh 0.0, FBA Mtb inh 1, BioA inh 11 and Anthrax LF prot -6.
CCOc1ccccc1NC(=O)c1ccc2c(c1)C(=O)N(CC1CCCO1)C2=O (configuration not stated) was read as BoNT A protease -0.4, FadD28 binding -0.3, GDH-TPI counter 1, BoNT F protease -2, PfHsp40 yeast 0.5, UGM FP inh -1.4, FBA Mtb inh -4, BioA inh -1.2 and Anthrax LF prot 2.
For CCOC(=O)c1cnc(SCc2ccc(Cl)c(Cl)c2)nc1N1CC1 the results were BoNT A protease -0.1, FadD28 binding -4.0, GDH-TPI counter 6, BoNT F protease 0, PfHsp40 yeast 12, FBA Mtb inh 0, BioA inh -0.6 and Anthrax LF prot -4.
Screening Cc1ccc(-c2nc(S(=O)(=O)c3ccc(C)cc3)c(SCC(=O)NCC3CCCO3)o2)cc1 (configuration not stated) returned BoNT A protease -1.5, FadD28 binding -2.6, GDH-TPI counter -10, BoNT F protease -8, PfHsp40 yeast -1.3, UGM FP inh 2.2, FBA Mtb inh 1, BioA inh 7.0 and Anthrax LF prot 2.
Screening Cc1ccc(CC(=O)O/N=C(\N)c2ccncc2)cc1 returned BoNT A protease -0.9, FadD28 binding -2.0, GDH-TPI counter 2, BoNT F protease -5, PfHsp40 yeast -0.1, UGM FP inh 0.0, FBA Mtb inh 2, BioA inh -0.1 and Anthrax LF prot -2.
